CaV13 FRET inh = Primary screen for inhibitors of IQ motif and Ca2+-dependent inactivation inhibitor domain binding in CACNA1D, Förster resonance energy transfer in living cells, …. HEK cells, CFP/YFP FRET ICDI-IQ, plate reader, 10 min; percent FRET-ratio fall versus neutral wells. inhibition, % at 12.3 µM. 340,000 tested, 0.098% active;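 active means mean replicate inhibition of at least 30% and at least 1% of replicates passing that level; inconclusive means only one of the two criteria is met; inactive means neither criterion is met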;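 further: 0% = median of the neutral control wells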
m5-HT2A agonist = mouse HTR2A agonism via beta-arrestin recruitment. P35363. CHO-K1 mHTR2A beta-arrestin complementation, luminescence; percent of 30 µM serotonin response. activation, % at 7.6 µM. 360,000 tested, 0.66% active. AID 624169;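 active means activation above a run cutoff, the mean activation of all tested compounds plus 3 SD, cut at about 14% in these data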;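 further: 0% = plate median of compound wells and 100% = 30 µM serotonin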
PDI turbidity = PDI (human) enzyme inhibition; 350,000 tested, 0.052% active; PDI insulin aggregation turbidity, A650, 90 min; P07237; inhibition, % at 10 µM; AID 588391;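 active means mean inhibition across replicates of 30% or more, whatever share of single replicates reach that level; inconclusive means mean inhibition below 30% while every single replicate reaches 30%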;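 further: absorbance from insulin aggregation driven by PDI reduction with DTT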
N-glyco inh = blocks N-linked glycosylation in D54 reporter cells; 360,000 tested, 0.23% active; D54 ERlucT glycosylation luciferase reporter, 24 h; percent of 100 nM tunicamycin response; reporter increase, % at 12.5 µM; AID 588692;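 active means mean luciferase reporter signal, scaled so untreated is 0 and the glycosylation-blocking control 100, at or above a set limit in every replicate; inconclusive means mean reaches the limit but not every replicate does; inactive means mean below the limit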;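 further: luciferase carries N-glycosylation sites so blocking glycosylation raises the light; 0% = median of neutral control wells and 100% = median of 100 nM tunicamycin wells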
MC4R antag cAMP = human MC4R antagonism in cAMP assay; P32245; inhibition, % at 6.5 µM; MC4R-expressing cells, MTII-stimulated cAMP, LANCE TR-FRET; 360,000 tested, 0.48% active;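 active means inhibition above its plate's cutoff, the mean of tested wells on that plate plus 3 SD, cut at about 29% in these data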;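 further: 0% = Melanotan II alone and 100% = Melanotan II plus saturating MCL0020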
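Material: U2OS-MC4R stable cell line | Reagent: Melanotan II challenge after compound preincubation | Doses: One concentration, 6.5 µM nominal | Incubation: 30-min compound preincubation, 1-h Melanotan II challenge, 1-h detection, room temperature | Signal: TR-FRET cAMP assay | Replicates: One well per compound, no replicates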
H9c2 protect = protects H9c2 cardiomyocytes from peroxide injury; protection from H2O2 cell death, % at 20 µM; AID 588492; 360,000 tested, 0.63% active; H2O2 injury protection, ATPLite, 2 h;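 active means compounds giving at least 50% protection of heart cells from peroxide-induced death in the single-dose screen, raw or plate-pattern-corrected value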;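 further: 0% = DMSO wells with peroxide and 100% = DMSO wells without peroxide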
ABHD5-PLIN5 inh = inhibitors of human ABHD5-perilipin-5 interaction; Q00G26+Q8WTS1; Split G. princeps luciferase complementation, luminescence, 4 h; inhibition, % at 4 µM; 360,000 tested, 0.78% active;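 active means inhibition above the mean inhibition across every tested compound plus 3 SD, cut at about 22% in these data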;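 further: 0% = DMSO only wells and the 100% control is not disclosed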
Target sequence (Q00G26 whole entry, looked up): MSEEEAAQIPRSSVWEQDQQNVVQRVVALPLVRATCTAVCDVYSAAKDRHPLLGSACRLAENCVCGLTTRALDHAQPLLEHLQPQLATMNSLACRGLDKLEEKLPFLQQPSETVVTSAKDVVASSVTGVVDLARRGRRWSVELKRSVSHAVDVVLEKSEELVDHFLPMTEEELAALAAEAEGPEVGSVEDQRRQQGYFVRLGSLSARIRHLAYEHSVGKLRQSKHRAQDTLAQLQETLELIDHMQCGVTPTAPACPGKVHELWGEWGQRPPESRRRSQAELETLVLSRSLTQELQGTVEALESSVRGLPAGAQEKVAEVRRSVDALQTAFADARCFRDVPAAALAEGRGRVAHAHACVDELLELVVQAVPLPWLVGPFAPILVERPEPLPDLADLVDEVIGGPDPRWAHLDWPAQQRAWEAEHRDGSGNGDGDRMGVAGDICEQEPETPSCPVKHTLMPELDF
Target sequence (Q8WTS1 whole entry, looked up): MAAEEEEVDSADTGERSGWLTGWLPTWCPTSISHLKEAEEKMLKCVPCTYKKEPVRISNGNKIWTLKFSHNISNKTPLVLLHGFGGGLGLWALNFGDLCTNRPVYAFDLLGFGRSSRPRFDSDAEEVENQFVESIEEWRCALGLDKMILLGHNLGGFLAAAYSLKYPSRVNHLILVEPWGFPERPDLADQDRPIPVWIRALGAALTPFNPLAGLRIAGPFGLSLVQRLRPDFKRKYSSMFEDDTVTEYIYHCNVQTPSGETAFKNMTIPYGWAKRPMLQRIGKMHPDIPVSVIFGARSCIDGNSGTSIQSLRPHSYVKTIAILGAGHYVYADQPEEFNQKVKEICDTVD
ABCB6 inh 2 = inhibitors of human ABC transporter ABCB6; Q9NP58; K562-ABCB6 porphyrin accumulation, flow cytometry, 1 h; active compounds read low; fluorescence ratio to DMSO, % at 10 µM; 360,000 tested, 0.19% active;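 active means fluorescence ratio to DMSO below 75%, the collection mean minus 3 SD; inconclusive means too few cells collected in the well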;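 further: signal is porphyrin accumulated inside mitochondria; 100% equals median channel fluorescence of DMSO control wells; lower ratio means ABCB6 inhibition with less porphyrin fluorescence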
MC4R barr agon = agonists of human melanocortin 4 receptor (MC4R) beta-arrestin; U2OS MC4R beta-arrestin complementation, luminescence; percent of melanotan II response, DMSO zero; activation, % at 8.9 µM; 360,000 tested, 0.98% active;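 active means activation above a per-plate cutoff, the mean activation of sample wells on that plate plus 3 SD, cut at about 8% in these data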
Granule exo inh = lytic granule exocytosis inhibition. TALL-104 LAMP-1 surface exposure, flow cytometry; cells stimulated with thapsigargin and PMA. inhibition, % at 10 µM. 360,000 tested, 0.66% active;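 active means inhibition above about 55%, limit read from the data; inconclusive means no clear call, values can overlap the other calls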
* hit, by the source's call; ? = inconclusive; . = no result given.

SMILES	CaV13 FRET inh	m5-HT2A agonist	PDI turbidity	N-glyco inh	MC4R antag cAMP	H9c2 protect	ABHD5-PLIN5 inh	ABCB6 inh 2	MC4R barr agon	Granule exo inh
Cc1ccc(SCC(=O)N2c3ccccc3Sc3ccccc32)cc1	-4	3	-7	-7	13	-21	-7	.	0.1	10
O=[N+]([O-])c1cnc(Sc2ccncn2)c([N+](=O)[O-])c1	-3	-2	4	0	14	-12	-9	106	-0.5	68*
COc1ccc(-c2cc(=O)oc3cc(OC(C)C(=O)O)ccc23)cc1 (stereo unspecified)	-9	3	19	0	-1	6	1	102	-0.3	7
CC(=O)Nc1ccc(NC(=O)COc2cc(O)c3c(c2)OC(C)(C)CC3=O)cc1	.	-2	.	-4	16	-3	-10	94	0.1	-2
Cc1ccc(NC(=O)NCc2c(C)nn(C)c2C)cc1Cl	-19	-3	7	1	0	-10	4	98	1.1	-2
COc1ccc(C(O)P(=O)(O)CCc2ccccc2)cc1 (stereo unspecified)	-6	1	10	0	10	-1	2	107	-2.2	-2
COc1cccc2c(=O)c3cccc(N)c3[nH]c12	-2	0	-3	5	-5	0	-9	114	-1.6	1
CC(Oc1ccc(Br)cc1)C(=O)NCC(c1ccco1)N1CCCCC1 (stereo unspecified)	-12	-5	-6	-2	4	0	3	97	0.1	-3
CCCNC(=O)c1ccc(COc2ccc(CCC)cc2OC)o1	-19	-5	-4	1	6	1	-6	89	0.3	7
COc1ccc(CN(C)C(=S)Nc2ccc(Cl)cc2Cl)cc1	-19	2	15	-6	-4	-12	1	95	-0.9	-3
N#CCCn1c(O)c(N=NC(=O)CNC(=O)c2cccs2)c2ccccc21	-3	0	9	1	-6	12	1	99	0.8	-7
CCOc1ccc(CCNC(=O)C(CCC(N)=O)NC(=O)OCc2ccccc2)cc1OCC (stereo unspecified)	-7	5	7	4	15	4	5	102	-0.6	-4
NC(=O)c1cc2ccccc2o/c1=N\NC(=O)c1ccc(F)cc1	-20	4	-1	3	-20	64*	-3	94	-0.4	?
COc1ccc(Br)cc1/C=C(\C(=O)O)c1ccc(S(=O)(=O)N2CCCC2)s1	-4	4	4	1	-1	0	0	96	-1.1	-3
CC(=O)NCc1cn2c(C)csc2n1	-3	1	.	4	-2	7	-3	99	-0.2	-1
Cc1c(NS(=O)(=O)c2cccc(C(=O)N3CCC(C)CC3)c2)c(=O)n(-c2ccccc2)n1C	-6	-4	-8	-1	13	2	-3	97	-1.5	0
COc1cccc(-c2nc(CS(=O)CC(=O)NCCCOC(C)C)c(C)o2)c1 (stereo unspecified)	-6	0	0	3	13	2	-2	98	0.2	1
Cn1c(SCc2cc(=O)n3cc(Br)ccc3n2)nnc1C1COc2ccccc2O1 (stereo unspecified)	-6	2	1	-2	2	14	10	101	-1.4	-5
CC1(C(=O)NS(=O)(=O)c2ccc(Cl)s2)CCN1C(=O)Cc1ccc(-c2ccccc2)cc1 (stereo unspecified)	-4	6	-17	3	5	1	4	116	0.2	5
Clc1ccc(Nc2nc(-c3cccnc3)cs2)cc1	.	-3	-2	0	0	16	5	109	4.9	-6
COc1ccc(C(CNC(=O)c2ccc3c(c2)OCCO3)N(C)C)cc1 (stereo unspecified)	-4	-3	7	-2	-2	0	-2	95	-0.9	-22
COc1ccc(-c2cc(=O)c3c(O)cc(O)cc3o2)cc1	-4	6	0	-9	-12	-11	1	104	2.3	1
COc1ccc(Cc2nnc(NC(=O)c3ccccc3)s2)cc1OC	-19	1	12	3	6	5	2	95	-0.6	0
O=S(=O)(Cc1ccccc1)NCC1CCCN(Cc2cccc3nonc23)C1 (stereo unspecified)	-6	-5	0	-2	3	-6	-1	99	-1.0	0
Cc1cccc(Oc2nc(-c3ccccc3)cc(C)c2S(C)(=O)=O)c1C	2	-2	5	0	1	-13	4	98	0.2	-1
CCCCNC(=O)C1c2ccccc2OCC(=O)N1Cc1ccc2c(c1)OCO2 (stereo unspecified)	-1	2	.	.	.	.	-7	101	.	15
CNC(=O)NC(=O)CSc1nc(-c2cccs2)c(C#N)c(=O)[nH]1	-4	8	4	0	121*	-5	8	102	-0.8	0
CCOc1ccccc1C(=O)Nc1ccsc1C(=O)OC	-5	-5	-3	17	-26	-6	-8	99	-3.5	1
O=S(=O)(NCC(c1ccc2c(c1)OCO2)N1CCOCC1)c1ccc(Cl)cc1 (stereo unspecified)	-7	-2	18	1	3	-4	-4	96	-0.9	-1
COc1ccc2c(-c3ccccc3)cc(=S)[nH]c2c1	-19	-9	4	-4	11	6	-5	101	0.5	4
COc1c([N+](=O)[O-])c(=O)oc2ccccc12	-5	1	-3	1	2	8	-3	98	-1.3	9
C=C(C)CSc1nc2nc(C)cc(C)n2n1	-6	5	11	0	-2	3	-2	97	0.3	-3
Nc1nncn1C(=O)c1ccccc1Cl	-8	0	-1	-2	2	9	3	100	-1.3	-3
CC1CN(CCOCCSc2ccccc2)CC(C)O1 (stereo unspecified)	-4	-2	4	1	3	3	-6	106	-3.2	0
CCCS(=O)(=O)NC(=O)C1(C)CCN(C(=O)c2ccc(C(=O)OC)cc2)C1 (stereo unspecified)	-7	3	-3	0	1	-2	6	92	-0.8	-1
C/C(=N\NC(=O)COc1ccc([N+](=O)[O-])cc1)c1ccco1	-5	-2	-3	1	2	0	-1	97	-3.4	-4
C#CCNc1cc(-c2ccccc2)nc2ncnn12	-5	0	-1	3	-4	7	1	99	-0.9	-5
O=C(c1ccc(CN2CCOCC2)cc1)N1CCN(Cc2ccccc2)CC1	-5	-8	0	-2	3	3	0	98	-1.3	10
C[C@H]1CN([C@@H](C)CO)C(=O)CCCn2nncc2CO[C@@H]1CN(C)Cc1ccncc1	-7	5	2	0	1	-6	-1	93	-0.7	-4
COc1ccc(-n2c(-c3ccc(Cl)cc3Cl)n[nH]c2=S)c(OC)c1	-3	3	5	0	15	-8	-3	98	-0.8	4
COc1ccc(-n2c(=O)[nH]cc(C(=O)Nc3ccc4c(c3)OCCO4)c2=O)cc1OC	-2	5	-1	1	0	5	-10	91	-2.0	3
O=C(O)C1C2CCC(C2)C1C(=O)NCCc1cccc(Cl)c1 (stereo unspecified)	1	24*	-3	-1	17	0	2	103	-2.1	4
Cc1ccc(S(=O)(=O)N2CCN(C(=O)COC(=O)c3ccc(Cl)nc3)CC2)c(C)c1	-5	0	-2	0	9	-1	4	99	1.0	-2
CC1(C(=O)NS(=O)(=O)c2cccc(F)c2)CCN1C(=O)CCc1ccc(Cl)cc1Cl (stereo unspecified)	-5	4	-1	4	3	0	10	97	-2.2	-15
CCc1ncn(CCc2ccccc2OC)c1C(C)C	-5	-7	.	.	.	.	-3	122	.	-2
O=C(CSc1nc2ccccc2o1)Nc1ccc(Cl)cc1	-6	-1	15	1	6	-10	-2	95	-1.6	4
S=C1NC(c2ccccc2)=NCN1c1ccc(Br)cc1	-9	-3	1	-1	0	-3	-7	99	-1.5	-2
COc1ccc(/C=C(\C)C(=O)c2c(C)cc(C)[nH]c2=O)cc1	-2	3	0	0	1	0	1	96	-1.0	20
CC1(c2ccc3c(c2)OCO3)NC(=O)N(CC(=O)Nc2ccccc2[N+](=O)[O-])C1=O (stereo unspecified)	-14	3	1	0	7	1	0	98	0.5	15
O=C(Nc1ccc2c(c1)OCCO2)c1cccc(Br)c1	-6	-5	0	-10	5	-16	-1	100	-2.1	6
Cc1cc(C(=O)NP(=O)(N2CCOCC2)N2CCOCC2)c(C)n1-c1ccc(Br)cc1	-4	5	-7	-1	-4	3	5	106	-0.7	1
Cc1cc(C)n(-c2c(F)c(F)c(CN3CCOCC3)c(F)c2F)n1	.	-1	-2	0	-1	-4	-4	99	0.1	2
CC(=O)N1CCN(c2ccc(NC(=O)c3cccc(F)c3)cc2)CC1	-14	6	4	3	-3	2	8	78	1.1	-11
O=C(NNC(=O)c1ccccc1[N+](=O)[O-])Nc1ccccc1C(F)(F)F	-7	4	5	0	-3	7	2	102	-0.3	-2
COc1ccc(-n2nc(C(=O)N(C)C3CCCCC3)c3ccccc3c2=O)c(OC)c1	-3	-8	1	0	20	2	3	95	-0.3	0
O=C(O)c1cccc(S(=O)(=O)Nc2ccc(OCc3ccccc3)cc2)c1	-3	-1	-9	1	4	-2	-3	95	-3.3	-8
CCN(CC(=O)N1CCCC1)S(=O)(=O)c1ccc(Br)cc1	-5	0	9	0	-5	12	-3	99	-0.3	-3
N#CNC1=NCN(CCc2ccccc2)CN1	-7	3	-5	2	2	1	2	102	0.0	3
C=CCN=C1N[C@@H](c2ccccc2)C(C(=O)OC)=C(C)N1CCOC	-4	0	-4	0	-2	9	-16	102	-0.7	-4
COc1ccccc1C(=O)NCCC(=O)NCC1CCCCC1	-9	-10	-6	0	-1	2	-3	101	-0.7	8

Compound profiles (already shown). Screens in order: CaV13 FRET inh, m5-HT2A agonist, PDI turbidity, N-glyco inh, MC4R antag cAMP, H9c2 protect, ABHD5-PLIN5 inh, ABCB6 inh 2, MC4R barr agon, Granule exo inh
COc1ccc(Br)cc1/C=C(\C(=O)O)c1ccc(S(=O)(=O)N2CCCC2)s1 is listed with -4, 4, 4, 1, -1, 0, 0, 96, -1.1, -3
O=C(c1ccc(CN2CCOCC2)cc1)N1CCN(Cc2ccccc2)CC1 is listed with -5, -8, 0, -2, 3, 3, 0, 98, -1.3, 10
Cc1cc(C(=O)NP(=O)(N2CCOCC2)N2CCOCC2)c(C)n1-c1ccc(Br)cc1 is listed with -4, 5, -7, -1, -4, 3, 5, 106, -0.7, 1

Continuation:
SMILES	CaV13 FRET inh	m5-HT2A agonist	PDI turbidity	N-glyco inh	MC4R antag cAMP	H9c2 protect	ABHD5-PLIN5 inh	ABCB6 inh 2	MC4R barr agon	Granule exo inh
CCOC(=O)CC(NC(=O)c1ccco1)c1ccc(OC)cc1 (stereo unspecified)	-5	7	3	-1	-9	-4	-2	103	1.9	-1
CCOC(=O)C1C(C)N=C2SCC(=O)N2C1c1cccc(Br)c1 (stereo unspecified)	-5	2	-1	-1	11	1	-18	99	-0.8	4
COC(=O)c1ccc(NC(=O)CSc2nncn2C)cc1	.	-2	10	2	-1	2	-5	98	-0.7	2
CSc1cccc(NC(=O)CSc2ncccc2C(=O)Oc2cccc([N+](=O)[O-])c2)c1	-18	2	-2	2	2	-12	5	100	-2.4	-1
Cc1cc(C)n(C(=O)CCC2COc3ccccc3O2)n1 (stereo unspecified)	-2	-1	-18	-1	-6	4	6	96	-0.1	0
O=C(NC1CCCCC1)C(c1ccc(F)cc1)N(CCCN1CCOCC1)C(=O)c1ccc(CN2CCOCC2)o1 (stereo unspecified)	-4	-2	-2	1	8	5	3	98	-0.2	3
CC12CCC(=O)N1C(C(=O)NNC(=O)COc1ccccc1Cl)CS2 (stereo unspecified)	-7	-1	-5	1	1	11	-3	95	-3.5	-6

Screens: PubChem, several laboratories
